# Screens: PubChem BioAssay, Sanford-Burnham Center for Chemical Genomics
# mIAP block – blocks mouse intestinal alkaline phosphatase; purified mouse IAP, CDP-Star luminescence, 30 min; inhibition, % at 10 µM; actives 0.2% (n = 330,000);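 active = inhibition of at least 40% at 10 µM in the primary screen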;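 also: plate controls were DMSO with enzyme for no effect and no enzyme wells for full effect; values of inactives mirror those of a sister screen read the other way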
# ATG4B inh – ATG4B (human) cysteine protease inhibition; Q9Y4P1; ATG4B cleavage of LC3-PLA2, NBD-HPC fluorescence, 1 h; inhibition, % at 8.33 µM; actives 0.51% (n = 340,000); in the data active = inhibition above about 40%
# Target sequence (Q9Y4P1 whole entry, looked up): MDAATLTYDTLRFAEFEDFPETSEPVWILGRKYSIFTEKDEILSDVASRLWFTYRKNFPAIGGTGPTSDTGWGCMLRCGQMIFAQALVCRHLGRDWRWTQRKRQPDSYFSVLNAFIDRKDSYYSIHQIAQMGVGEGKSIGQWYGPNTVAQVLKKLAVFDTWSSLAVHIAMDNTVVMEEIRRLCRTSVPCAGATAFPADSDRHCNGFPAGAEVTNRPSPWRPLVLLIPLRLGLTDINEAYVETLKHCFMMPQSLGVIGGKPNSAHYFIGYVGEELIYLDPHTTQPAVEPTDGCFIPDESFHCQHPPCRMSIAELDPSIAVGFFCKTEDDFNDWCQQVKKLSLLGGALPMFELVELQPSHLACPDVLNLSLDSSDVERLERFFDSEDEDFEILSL
# hIAP activ – increases human intestinal alkaline phosphatase activity; AID 2524; activation factor at 10 µM; P09923; actives 0.16% (n = 330,000); purified human IAP, CDP-Star luminescence, 30 min; hits give high values; 1 = vehicle-only enzyme, 0 = enzyme-free background;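 active = activation factor of the enzyme at least 2-fold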; also: the source names both 10 and 20 µM as test concentration; values of inactives mirror those of a sister screen read the other way
# Target sequence (P09923 whole entry, looked up): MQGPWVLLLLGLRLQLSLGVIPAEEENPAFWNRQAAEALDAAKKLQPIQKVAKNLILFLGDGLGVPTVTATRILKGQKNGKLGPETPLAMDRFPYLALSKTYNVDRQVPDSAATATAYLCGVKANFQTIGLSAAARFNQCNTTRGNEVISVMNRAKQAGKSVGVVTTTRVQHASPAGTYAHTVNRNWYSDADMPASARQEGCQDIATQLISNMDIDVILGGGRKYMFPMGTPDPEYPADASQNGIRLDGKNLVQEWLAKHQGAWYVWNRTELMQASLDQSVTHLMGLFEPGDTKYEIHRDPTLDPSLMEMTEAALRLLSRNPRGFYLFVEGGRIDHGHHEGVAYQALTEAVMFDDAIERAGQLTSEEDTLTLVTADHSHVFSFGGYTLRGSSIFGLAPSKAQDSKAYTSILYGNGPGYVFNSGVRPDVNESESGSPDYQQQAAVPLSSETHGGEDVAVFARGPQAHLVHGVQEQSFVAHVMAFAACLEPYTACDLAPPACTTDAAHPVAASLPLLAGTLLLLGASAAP
# TIM10 inh – TIM10 yeast growth inhibition | S. cerevisiae TIM10 strain growth, BacTiter-Glo luminescence, 24 h | inhibition, % at 10 µM | actives 1.4% (n = 330,000) | AID 463195;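 active = inhibition of 40% or more at the single tested concentration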;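 also: wild-type TIM10 isogenic control strain grown at permissive 25 °C; 0% = DMSO yeast wells and 100% = minimal medium wells without yeast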
# tim10-1 inh – inhibits growth of tim10-1 mutant yeast; S. cerevisiae tim10-1 ts strain growth, BacTiter-Glo, 24 h; inhibition, % at 20 µM; actives 2.2% (n = 330,000); AID 463190;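 active = inhibition of at least 40%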;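 also: mutant grown at 25 °C; 0% = DMSO wells with yeast and 100% = wells holding no yeast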
# hIAP block – blocks human intestinal alkaline phosphatase | actives 0.12% (n = 330,000) | inhibition, % at 10 µM | AID 2544 | P09923 | purified IAP, CDP-Star luminescence, 30 min;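 active = inhibition reaching a set limit with compound at 10 µM in the primary screen, cut at about 35% in these data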;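 also: plate controls were DMSO wells with enzyme for no effect and no-enzyme buffer wells for full effect; values of inactives mirror those of a sister screen read the other way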
# Apaf1 inhib – inhibitors of human Apaf-1 apoptosome. reconstituted apoptosome caspase-3 activity, DEVD-Rh110 fluorescence. actives 0.71% (n = 330,000). inhibition, % at 20 µM. AID 489030; active = inhibition of at least 40% at 20 µM;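 also: plate controls were DMSO wells for no effect and DEVD-CHO caspase inhibitor wells for full effect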
#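 detection = Rh110 fluorescence intensity | test system = biochemical Apaf-1 apoptosome reconstitution | also added = cytochrome c and DEVD-Rh110 substrate | schedule = 30 min plus 50 min, RT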
# NALP3 yeast inh – NALP3 inhibition in yeast; inhibition, % at 10 µM; Yeast reconstituted NLRP3/ASC/caspase-1, beta-gal luminescence, 24 h; actives 0.39% (n = 330,000);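 active = inhibition of 50% or more; inactive = inhibition below 50%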;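 also: plate controls were induced DMSO wells for no effect and uninduced yeast grown without galactose for full effect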
# mIAP act – increases mouse intestinal alkaline phosphatase activity; muIAP, CDP-Star luminescence, 30 min; hits give high values; 1 = vehicle-only enzyme signal, 0 = enzyme-free wells; activation factor at 10 µM; actives 0.24% (n = 330,000); AID 2805;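 active = activation factor of at least 2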; also: the source names both 10 and 20 µM as test concentration; values of inactives mirror those of a sister screen read the other way
#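 Assay system: mouse IAP enzyme / Compound: DMSO-dissolved test compounds / Timing: 30 min, room temperature / Measured by: luminescence from enzymatic CDP-Star hydrolysis / Control set: DMSO-only wells, enzyme-free buffer wells as negative control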
# Starred values were filed as active, the others as inactive; . = not tested or not shown. Outcome played no part in choosing rows. Share with any hit: about 4.5%.
SMILES,mIAP block,ATG4B inh,hIAP activ,TIM10 inh,tim10-1 inh,hIAP block,Apaf1 inhib,NALP3 yeast inh,mIAP act
CCOC(=O)c1cc(-c2ccccc2)sc1NC(=O)C(C)N1C(=O)c2ccccc2C1=O (centres undefined),10,0,0.9,9,-4,10,-15,-11,0.9
O=C(C[n+]1cccc(C(=O)Nc2ccccc2)c1)c1ccc([N+](=O)[O-])cc1,1,-2,1.1,-3,12,-11,9,21,0.99
C=C(C)Cn1c(CCCNC(=O)C(C)(C)C)nc2ccccc21,-6,-4,1,12,3,-3,-3,-1,1.1
O=C(CCCn1cnc([N+](=O)[O-])n1)Nc1cccc(O)c1,4,4,1.1,-8,30,-8,11,-1,0.96
CCOC(=O)/C(C(N)=NCCO)=C(/O)c1ccccc1,12,2,0.86,1,11,14,-6,14,0.89
CC(C)(C)C1(C)OC(=O)C(=Cc2ccc(OCC(=O)Nc3ccccc3)cc2)C(=O)O1 (centres undefined),-9,-3,1.1,17,21,-7,7,5,1.1
COc1ccc(CN(C(=O)CSc2nnc(-c3ccccc3C)o2)c2ccc(F)cc2)cc1,0,0,0.93,15,14,7,23,8,1
CCOC(=O)c1cccc(NC(=O)CCc2ccccc2)c1,4,-5,1.1,9,21,-10,3,6,0.95
CCc1nnc2n1N=C(c1ccc(OC)cc1)CS2,-11,-9,1.1,3,22,-12,4,3,1.1
COc1ccc(CCn2c(C)cc(C(=O)CN3C(=O)C(=O)N(Cc4ccco4)C3=O)c2C)cc1,-10,0,0.87,9,10,13,3,23,1.1
CC(C)Cc1cc(CNC(=O)C2CCC(=O)N(CCc3cccc(F)c3)C2)on1 (centres undefined),2,-12,0.95,1,-2,5,1,10,0.98
CN(c1ccc(OCC(=O)N2CCCC2)cc1)S(=O)(=O)c1ccc(Cl)cc1,-11,4,1,-1,-5,-2,-3,-8,1.1
COCCN(C(=O)c1ccco1)c1nc(-c2ccccc2)cs1,-3,-1,1,-12,7,0,4,23,1
COc1ccc(OCC(=O)Nc2c(C(=O)N3CCC(N4CCCCC4)CC3)oc3ccccc23)cc1,0,4,1.2,-1,-1,-16,12,21,1
CC(C)CNC(=O)COC(=O)c1cc(S(=O)(=O)N(C)C)ccc1N1CCCC1,3,4,1.1,9,5,-11,-1,-7,0.97
CCOc1ccc(S(=O)(=O)N2CCOCC2)cc1NC(=O)CSCc1c(C)noc1C,-3,-6,1.1,4,11,-13,2,25,1
Cc1cc(C(=O)COC(=O)c2cccnc2Cl)c(C)n1-c1c(C)n(C)n(-c2ccccc2)c1=O,-8,0,1,-3,21,-4,-6,6,1.1
CCc1ccc(S(=O)(=O)NCc2csc(-c3ccccc3)n2)s1,-5,4,0.98,3,24,2,12,2,1.1
CCOc1ccc(N(CC(=O)NC(C)(C)C)S(=O)(=O)c2c(C)noc2C)cc1,-2,-6,1.2,1,30,-23,14,-5,1
COc1ccc(CNC(=O)CCCc2ccccc2)cc1,-2,-9,0.97,2,18,3,2,19,1
COCCCNC(=O)c1cc2c(s1)CS(=O)(=O)C2,5,4,1.2,-3,-8,-24,-14,10,0.95
COc1ccc(C(=O)CN2CCN(CCN3C(=O)c4cccc5cccc(c45)C3=O)CC2)cc1,5,-10,0.9,8,7,10,-18,18,0.95
COc1ccc(NC(=O)C(CC(C)C)NC(=O)c2ccccc2C)cn1 (centres undefined),-1,9,0.99,10,23,1,-5,-13,1
CCc1cc2c3c(c1)C1(C(=O)N3C(C)(C)CC2C)C(C#N)=C(N)N2C(=C1C#N)Nc1ccccc12 (centres undefined),12,-7,1.2,18,36,-21,16,6,0.88
Cc1cc(Nc2ccc(C(C)C)cc2)n2ncnc2n1,19,7,1.1,17,26,-9,-8,10,0.81
O=C(O)CSc1nnc(-c2ccc(Cl)cc2)n1-c1ccccc1,-4,.,0.84,0,1,16,-1,13,1
COc1ccc(NC(=O)CC2CCCC2)cc1S(=O)(=O)N1CCCCC1,-7,18,0.99,-26,3,1,4,13,1.1
Cc1ccc(C(=O)NCC(=O)OC(C)C(=O)Nc2ccc(N3CCOCC3)cc2)s1 (centres undefined),1,8,1.1,3,7,-6,-21,2,0.99
COc1ccc(NC(=S)NCCNC(C)=O)cc1,-7,-6,0.92,-5,-3,8,1,-5,1.1
COCCNC(=O)c1cnn2c(C(F)(F)F)cc(-c3ccc(C)cc3)nc12,12,-11,0.93,3,4,7,-3,16,0.88
COc1ccc(NC(=O)CC(=O)Nc2ccc(OC)cc2OC)c(OC)c1,3,-4,1.1,14,3,-6,9,26,0.97
COCCNC(=O)c1cccc(OC2CCN(Cc3ccccc3C)CC2)c1,0,-4,1.2,-6,-10,-17,3,9,1
COc1cc(OC)c2c(=O)c(OC)c(-c3ccc(OC)c(OC)c3)oc2c1,-11,-14,1.1,14,23,-8,5,4,1.1
CC(C)CC(CO)N1CCN(C(=O)c2cccc(Cl)c2)CCC1=O (centres undefined),-2,5,1,-11,-7,0,0,25,1
CSc1nnc(-c2sc3cc(C(F)(F)F)cnc3c2-c2cccnc2)n1C,-6,1,1.1,-15,-11,-15,-1,-4,1.1
Cc1noc(C)c1COC(=O)c1cccc(S(=O)(=O)N2CCCCCC2)c1,7,-4,0.95,21,25,5,8,13,0.93
Cc1nc(NNC(=O)c2ccccc2)cc(-c2ccccc2)n1,8,-7,1.9,11,10,-89,1,18,0.92
COc1ccc(Cn2nnnc2C(c2ccccc2OC)N2CCC(C(N)=O)CC2)cc1 (centres undefined),9,-2,1.1,11,8,-11,-4,7,0.91
O=C(NCCc1ccc(Cl)cc1)/C(=C/c1cccnc1)NC(=O)c1ccccc1,2,-11,0.89,5,8,11,-3,2,0.98
Cc1ccc2c(C)c(C(=O)N3CCCCC3CO)oc2c1C (centres undefined),0,-2,1.1,11,32,-7,-8,13,1

# A draw from above in order of number of heavy atoms, descending.
SMILES,mIAP block,ATG4B inh,hIAP activ,TIM10 inh,tim10-1 inh,hIAP block,Apaf1 inhib,NALP3 yeast inh,mIAP act
Cc1noc(C)c1COC(=O)c1cccc(S(=O)(=O)N2CCCCCC2)c1,7,-4,0.95,21,25,5,8,13,0.93
Cc1nc(NNC(=O)c2ccccc2)cc(-c2ccccc2)n1,8,-7,1.9,11,10,-89,1,18,0.92
Cc1ccc2c(C)c(C(=O)N3CCCCC3CO)oc2c1C (centres undefined),0,-2,1.1,11,32,-7,-8,13,1

# Next results follow.
SMILES,mIAP block,ATG4B inh,hIAP activ,TIM10 inh,tim10-1 inh,hIAP block,Apaf1 inhib,NALP3 yeast inh,mIAP act
CN(C)S(=O)(=O)Nc1cc(Cl)cc(Cl)c1,8,-8,0.97,22,27,3,7,-42,0.92
COc1ccc(OC)c(N(CC(=O)Nc2ccc3c(c2)OCO3)S(=O)(=O)c2ccccc2)c1,-18,-13,1.1,16,18,-14,15,19,1.2
O=C1CSC(c2cn(-c3ccccc3)nc2-c2cc3ccccc3o2)N1Cc1ccccc1 (centres undefined),0,5,1.1,19,26,-14,27,10,0.99
CN(C/C=C/c1ccccc1)C1CCCCC1,-3,-1,1.1,-1,1,-6,2,18,1
COc1ccccc1CN1CCNC(=O)C1CC(=O)NC1Cc2ccccc2C1 (centres undefined),6,-2,0.96,21,23,4,1,5,0.94
COc1ccccc1N1CC(C(=O)Nc2ccc(N3CCOCC3)cc2)CC1=O (centres undefined),2,-1,0.98,6,-3,2,-5,15,0.98
Nc1nc(N)c2c(n1)CCCC2,0,-2,1.1,10,6,-15,11,19,1
O=C(CNC(=O)c1ccc(OC(F)F)cc1)NC1CCCc2ccccc21 (centres undefined),-13,0,1,-13,3,-1,11,12,1.1
COc1ccc(C(=S)N2CCOCC2)cc1OC(=O)c1cc(OC)c(OC)c(OC)c1,3,2,1.1,4,20,-11,12,20,0.97
O=C1C(=O)N(Cc2cccnc2)C(c2ccc(Br)cc2)/C1=C(\O)c1ccc2c(c1)OCCO2 (centres undefined),6,1,0.9,-2,6,10,9,9,0.94
COc1ccc(-c2noc(-c3ccccc3C(=O)N3CCOCC3)n2)cc1,-4,12,0.96,-9,18,4,-1,7,1
O=C(COC(=O)c1ccccn1)NC1CCCCC1,-6,-8,1,-6,9,-3,-5,2,1.1
CC1CCCN(C(=O)Cn2c(=O)oc3cc(S(=O)(=O)N4CCCCC4)ccc32)C1 (centres undefined),-10,-4,0.98,3,9,2,2,-14,1.1
Cc1nn2cc(-c3ccc(Cl)cc3)cnc2c1Br,3,5,0.94,-3,14,6,-6,-2,0.97
CC(C)(C)c1cnnn1-c1ccc([N+](=O)[O-])cc1,-5,11,1.1,10,12,-6,-10,25,1.1
CC(Oc1ccc(Cl)cc1Cl)C(=O)NNC(=O)C(=O)N1CCCC1 (centres undefined),10,13,1.6,5,8,-60,0,20,0.9
Oc1c(Cl)cc(Cl)cc1CNc1ccc(Br)cn1,2,8,1,17,55*,-2,22,-9,0.98
CCn1c(SCc2cccnc2)nnc1-c1c[nH]c2ccccc12,-2,8,0.93,-10,14,7,-4,4,1
CC(C)(C)OC(=O)N1CCOCCOCCN(C(=O)OC(C)(C)C)CCOCCOCC1,-3,-4,0.99,9,26,1,1,11,1
O=C(NC1CCCCCC1)c1cc(S(=O)(=O)N2CCC3(CC2)OCCO3)ccc1F,11,-4,0.89,15,19,11,-10,17,0.89
O=C(Nc1nnc(-c2ccccn2)o1)c1ccc(Br)cc1,14,25,1.1,14,46*,-13,5,14,0.86
COc1ccc(S(=O)(=O)Oc2ccccc2C(N)=O)cc1,6,3,1.2,8,-1,-19,-6,12,0.94
COc1ccc(N2CCC(CNC(=O)Nc3ccccc3)C2)cc1 (centres undefined),-38,-7,0.99,14,41*,0,-5,14,1.4
COc1ccc(C(C(=O)NCC2CCCO2)N(C(=O)Cn2nnc3ccccc32)c2ccccc2C(C)=O)cc1OC (centres undefined),-1,2,1.1,7,8,-7,-10,1,1
COc1ccccc1NC(=O)C(C)OC(=O)C(C)SCC(=O)Nc1ccc(C)cc1 (centres undefined),-1,9,0.87,15,23,13,9,18,1
CC(N=C1NS(=O)(=O)c2ccccc21)C(=O)OCC(=O)N(C)C1CCS(=O)(=O)C1 (centres undefined),6,1,0.96,9,2,4,-6,4,0.94
COc1cccc2c(=O)c3c([nH]c12)OC(C)(C)C3,3,-2,0.93,11,-6,7,-29,-3,0.97
CCCc1cc(=O)oc2cc(OC(C)C(=O)NCc3ccccn3)c(Cl)cc12 (centres undefined),7,12,0.98,-11,19,2,3,5,0.93
COc1ccc(OCC(=O)Nc2cc(S(=O)(=O)N3CCCCC3)ccc2OC)cc1,4,-1,0.99,0,17,0,35,5,0.96
CCN1CCN(c2ccc(S(=O)(=O)N3CCOCC3)cc2NC(=O)C(C)Oc2ccc(F)cc2)CC1 (centres undefined),3,-51,1,7,7,-4,9,20,0.97
NNC(=O)C1SCCN1S(=O)(=O)c1ccc(Cl)cc1 (centres undefined),5,-2,0.95,37,16,5,2,-12,0.95

# 3 entries from above, with values under each structure:
# Order of results: mIAP block | ATG4B inh | hIAP activ | TIM10 inh | tim10-1 inh | hIAP block | Apaf1 inhib | NALP3 yeast inh | mIAP act
NNC(=O)C1SCCN1S(=O)(=O)c1ccc(Cl)cc1 (centres undefined)
  5 | -2 | 0.95 | 37 | 16 | 5 | 2 | -12 | 0.95
CCN1CCN(c2ccc(S(=O)(=O)N3CCOCC3)cc2NC(=O)C(C)Oc2ccc(F)cc2)CC1 (centres undefined)
  3 | -51 | 1 | 7 | 7 | -4 | 9 | 20 | 0.97
CCCc1cc(=O)oc2cc(OC(C)C(=O)NCc3ccccn3)c(Cl)cc12 (centres undefined)
  7 | 12 | 0.98 | -11 | 19 | 2 | 3 | 5 | 0.93
